Assay outcomes deposited in PubChem by National Center for Advancing Translational Sciences (NCATS).
Pin1 inhibitor = human Pin1 inhibition; Q13526; Pin1 FP peptide displacement, HiFluor488, 10 min; Potency, µM (highest dose often 115 µM), for the others: at the highest dose activity, negative = inhibition, usual class: inhibitors; hit rate 0.009% among 390,000; AID 504891; active = well fitted inhibition curve with a large enough effect in the polarisation, with a control signal flat, not every such curve was filed as active; inconclusive = small, poorly fitted or top-dose-only effect, or effect the other way, or a change in a side signal; inactive = no such curve, though single readings can be large or run the other way; the % refers to the polarisation; also: potency is read from the fitted curve at half-maximal effect; % is scaled to controls: 0 for no effect and ±100 for the full control effect
Target sequence (Q13526 whole entry, looked up): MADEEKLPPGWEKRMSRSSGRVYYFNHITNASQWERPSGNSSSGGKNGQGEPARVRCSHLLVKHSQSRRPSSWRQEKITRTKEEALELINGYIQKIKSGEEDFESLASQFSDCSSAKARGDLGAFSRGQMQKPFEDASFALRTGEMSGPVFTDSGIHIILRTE
mIDH1 inhibitor = blocks human mutant IDH1 R132H enzyme; IDH1-R132H enzyme, NADPH consumption, diaphorase/resazurin fluorescence; O75874; Potency, µM (highest dose often 76.6 µM), for the others: at the top dose activity change, negative = inhibition, hits mostly inhibitors; AID 602179; hit rate 0.093% among 390,000; also: potency is read from the fitted curve at half-maximal effect; % is scaled to controls: 0 for no effect and ±100 for the full control effect; nearly all actives have a fitted effect of over 65% in size
Target sequence (O75874 whole entry R132H, stated change not applied): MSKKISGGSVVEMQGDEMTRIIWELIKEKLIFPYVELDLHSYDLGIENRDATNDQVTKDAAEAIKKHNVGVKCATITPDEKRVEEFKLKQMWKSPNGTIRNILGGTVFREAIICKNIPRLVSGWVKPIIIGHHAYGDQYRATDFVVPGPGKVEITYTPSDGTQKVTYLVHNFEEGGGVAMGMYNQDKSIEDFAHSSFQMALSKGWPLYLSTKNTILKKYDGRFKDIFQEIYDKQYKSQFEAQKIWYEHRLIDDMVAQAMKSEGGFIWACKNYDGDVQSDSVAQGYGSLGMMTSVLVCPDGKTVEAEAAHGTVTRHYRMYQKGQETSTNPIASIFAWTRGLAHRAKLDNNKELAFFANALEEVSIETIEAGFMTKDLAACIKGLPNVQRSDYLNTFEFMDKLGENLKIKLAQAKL
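IDH1-R132H (0.5 ug/mL) preincubated 30 min with compound, then NADPH (0.016 mM) and alpha-KG (2 mM) added; 80 min at RT, pH 7.5. Remaining NADPH coupled via diaphorase/resazurin to fluorescence (540/590 nm); concentration-response curves normalized to no-enzyme control.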
TrxR1 substrate = rat thioredoxin reductase 1 substrate activity; O89049; purified TrxR1 substrate turnover, NADPH consumption readout; Potency, µM (titrated, usually from 114 µM), inactives show at the highest dose activity change, negative = substrate turnover; hit rate 0.01% among 390,000; also: potency is read from the fitted curve at half-maximal effect; % is scaled to controls: 0 for no effect and ±100 for the full control effect; nearly all actives have a fitted effect of over 50% in size
Target sequence (O89049 whole entry, looked up): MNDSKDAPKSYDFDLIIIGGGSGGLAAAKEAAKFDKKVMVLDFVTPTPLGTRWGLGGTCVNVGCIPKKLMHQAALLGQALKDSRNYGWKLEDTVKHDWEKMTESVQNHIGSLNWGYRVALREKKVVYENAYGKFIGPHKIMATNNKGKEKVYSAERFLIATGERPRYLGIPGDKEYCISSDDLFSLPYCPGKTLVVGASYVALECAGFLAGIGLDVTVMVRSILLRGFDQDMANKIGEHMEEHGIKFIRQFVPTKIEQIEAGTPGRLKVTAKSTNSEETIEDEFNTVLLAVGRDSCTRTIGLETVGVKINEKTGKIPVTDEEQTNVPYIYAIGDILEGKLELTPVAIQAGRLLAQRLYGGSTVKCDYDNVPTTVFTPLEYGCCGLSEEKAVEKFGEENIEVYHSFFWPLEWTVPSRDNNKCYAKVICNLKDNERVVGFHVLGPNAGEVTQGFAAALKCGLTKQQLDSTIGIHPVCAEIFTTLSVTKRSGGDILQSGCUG
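Rat TrxR1, dispensed at 90 nM, was prereduced with 400 uM NADPH (final) for 5 min at ~22 deg C, then incubated with compound 15 min before 400 uM selenite. A first-read NADPH fluorescence drop versus no-compound background flagged substrates.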
USP1-UAF1 inh = blocks the human USP1/UAF1 deubiquitinase complex; recombinant USP1/UAF1, Ub-Rhodamine cleavage fluorescence; Potency, µM (titrated, usually from 57.1 µM), without a hit: at the highest dose activity change, negative = inhibition, hits mostly inhibitors; hit rate 0.23% among 390,000; also: potency is read from the fitted curve at half-maximal effect; % is scaled to controls: 0 for no effect and ±100 for the full control effect; nearly all actives have a fitted effect of over 60% in size; inactives centre near -12
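Step one: compound is pinned into 1nM USP1/UAF1 in HEPES pH 7.8 buffer with TCEP. Step two: 15 min room-temperature incubation. Step three: Ub-Rho (150nM final) starts cleavage, tracked by fluorescence over six one-minute reads.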
TRHR agonist = activates the human TRH receptor | P34981 | TRHR cells, calcium flux fluo-8, FDSS agonist mode | activation, % at 2 µM | hit rate 0.18% among 360,000 | AID 493084; in the data active = activation above about 30%; also: 0% is about no effect
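Agonist-mode FDSS calcium read (Ex 480/Em 530, 1 s cycles) in 1536-well TRHR cells with fluo-8 dye, after 10-cycle baseline and 23 nL compound addition; TRH at EC20 (10 nM final) added afterwards for the enhancer phase.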
rTrxR1 inhibitor = rat TrxR1 inhibition; hit rate 1% among 390,000; Potency, µM (series often up to 114 µM), for the others: top-dose activity change, negative = inhibition, usual class: inhibitors; recombinant rTrxR1, NADPH fluorescence consumption, selenite substrate; O89049; AID 588453; also: potency is read from the fitted curve at half-maximal effect; % is scaled to controls: 0 for no effect and ±100 for the full control effect; nearly all actives have a fitted effect of over 65% in size
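Rat TrxR1 (90 nM in the dispensed reagent) was pre-reduced with 400 uM NADPH for 5 min at room temperature, then incubated with compound for 15 min. After 400 uM selenite was added, NADPH fluorescence (Ex 340/Em 450 nm) was followed for 8 min.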
D2 antagonist = D2 dopamine receptor (human) antagonism. HEK293 TREx D2 cells, calcium flux, dopamine EC80. hit rate 2% among 340,000. inhibition, % at 10 µM. P14416; in the data active = inhibition above about 30%; also: 0% is about no effect
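Read-out: kinetic calcium fluorescence (1 cycle/s) in inducible HEK293 T-REx D2 cells after an EC80 dopamine addition that followed 180 s compound preincubation. Loss of the dopamine response indicates antagonism.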
D2 ag = activates the human D2 dopamine receptor; hit rate 0.53% among 340,000; HEK293 T-REx D2 cells, calcium flux agonist mode; activation, % at 2 µM; AID 485358;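 active = activation over 3 SD above normal in the single-dose calcium agonist read, cut at about 30% in these data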; also: 0% is about no effect
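Tetracycline-induced HEK293 Trex cells with D2 receptor force-coupled to calcium signaling, plated overnight at 30 C and loaded with no-wash calcium dye. Calcium flux read kinetically for 180 s after compound addition; responses flag agonists.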
TRHR enhancer = allosteric enhancers of human TRH receptor. P34981. TRHR cells, fluo-8 calcium fluorescence, EC20 TRH enhancement. enhancement, % at 2 µM. hit rate 0.66% among 360,000; in the data active = enhancement above about 30%; also: 0% is about no effect
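Enhancer read-out: after compound pinning and an initial kinetic agonist-mode read, an EC20 of TRH (10 nM final) was injected and fluo-8 calcium signal (Ex 480/Em 530) followed at 1 s/cycle for 100 cycles in TRHR-expressing cells.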
The depositor's hits bear a star; ? = inconclusive; . = not tested or not shown; [ ] = another dose, or the depositor's remark. Unless noted, calls follow the shape of the dose curve; as a rule, active = well fitted inhibition curve with a large enough effect; inconclusive = small, poorly fitted or top-dose-only effect; inactive = no such curve, though single readings can be large or run the other way. Only part of the results is shown, so the mix of outcomes need not match the whole.

SMILES	Pin1 inhibitor	mIDH1 inhibitor	TrxR1 substrate	USP1-UAF1 inh	TRHR agonist	rTrxR1 inhibitor	D2 antagonist	D2 ag	TRHR enhancer
COc1ccc(C2OCC(C)([N+](=O)[O-])CO2)cc1 (configuration not stated)	0%	2%	8%[57.1 µM]	-15%	.	11%[57.1 µM]	.	.	.
CCOC(=O)c1[nH]c2ccc(OC)cc2c1NC(=S)N1CCN(c2ccc(F)cc2)CC1	-6%	0%	-1%	-15%	-0.2	6%	-2	-1.4	-1
CC(C)CNC(=O)COC(=O)c1ccc([N+](=O)[O-])cc1Cl	-2%	4%	8%	-13%	-1.9	-19%	-6	-0.8	1
COC(=O)c1ccccc1Oc1nc(Cl)cc(OC)n1	-8%	4%	-1%	-15%	-0.4	-2%	-12	-2.1	-8
O=c1ccnc(SCn2nnc3ccccc3c2=O)[nH]1	-5%	9%	9%	-1%	0.3	-7%	3	0.4	-1
Cc1cccc(NC(=S)NCC2CCCO2)c1 (configuration not stated)	-6%	-1%	9%[57.1 µM]	-15%	0.2	4%[57.1 µM]	-20	0.6	6
Cc1ccc(-c2cc(Cc3cccs3)c(=O)[nH]n2)cc1	8%	2%	-14%[11.4 µM]	-14%	-1.2	32%[11.4 µM]	17	-1.2	3
O=C1CC(N2CCC(Cc3ccccc3)CC2)C(=O)N1CCc1ccccc1 (configuration not stated)	1%	5%	1%	23%	0.9	32µM*	-4	2.8	5
Cc1cccc(NS(=O)(=O)c2cccc3cccnc23)n1	-8%	0%	-1%	-27%	0.5	1%	-4	-0.7	1
CCN(CC)CCCNC(=O)COc1ccc2oc3c(c2c1)CCCC3	-5%	-3%	0%	-16%	0.3	20%	-3	0.4	12
CCC(=O)Nc1ccc(OCc2nc3ccccc3s2)cc1	?	-3%	7%[57.1 µM]	-25%	-0.4	-13%[57.1 µM]	12	-0.9	-3
CCOC(=O)CSc1nc2ccc(NC(=O)CSc3nnnn3Cc3ccccc3)cc2s1	26%	11%	-7%	-8%	-1.0	-27%	-17	0.0	-1
O=C(Nc1ccc2c(c1)OCO2)N1CCCc2ccccc21	2%	10%	3%	-6%	0.2	18%	-2	0.2	-3
Cc1cc(S(=O)(=O)NCC2CC2)c(Cl)cc1Cl	1%	8%	12%[57.1 µM]	-9%	-1.0	18%[57.1 µM]	3	-0.3	0
CCCN1CCN(C(=O)C2CCN(S(=O)(=O)c3c(C)noc3/C=C/c3ccc(C)cc3)CC2)CC1	-7%	-7%	-9%	-24%	-0.2	-3%	11	0.4	8
CCc1ccc(CNC(=O)CCSCc2ccccc2F)cc1	-3%	1%	1%[57.1 µM]	-5%	-0.6	9%[57.1 µM]	.	0.4	8
COc1ccc(C(=O)NCC(c2ccco2)N2CCc3ccccc32)c(OC)c1 (configuration not stated)	0%	6%	-4%	-26%	-0.2	4%	14	-0.4	-11
Cc1ccc(Cn2c(=N)n(CC(O)COc3ccccc3)c3ccccc32)cc1 (configuration not stated)	-1%	3%	-2%	-3%	1.3	7%	8	-1.2	6
Cc1nnc2ccc(-c3ccc(NS(C)(=O)=O)cc3)nn12	-7%	-3%	1%	-13%	-0.2	7%	33*	0.6	2
COc1ccc(-c2csc(NC(=O)CN3C(=O)NC4(CCCC4)C3=O)n2)cc1	-3%	-3%	-2%	-8%	0.8	2%	38*	0.0	2

Three entries picked at random from those above:
SMILES	Pin1 inhibitor	mIDH1 inhibitor	TrxR1 substrate	USP1-UAF1 inh	TRHR agonist	rTrxR1 inhibitor	D2 antagonist	D2 ag	TRHR enhancer
CCc1ccc(CNC(=O)CCSCc2ccccc2F)cc1	-3%	1%	1%[57.1 µM]	-5%	-0.6	9%[57.1 µM]	.	0.4	8
Cc1cc(S(=O)(=O)NCC2CC2)c(Cl)cc1Cl	1%	8%	12%[57.1 µM]	-9%	-1.0	18%[57.1 µM]	3	-0.3	0
Cc1ccc(Cn2c(=N)n(CC(O)COc3ccccc3)c3ccccc32)cc1 (configuration not stated)	-1%	3%	-2%	-3%	1.3	7%	8	-1.2	6

A few values from the results shown.
D2 ag, `CCOC(=O)CSc1nc2ccc(NC(=O)CSc3nnnn3Cc3ccccc3)cc2s1` is entered as 0.0
D2 ag, `Cc1ccc(Cn2c(=N)n(CC(O)COc3ccccc3)c3ccccc32)cc1` (configuration not stated) is entered as -1.2
D2 antagonist, `CCCN1CCN(C(=O)C2CCN(S(=O)(=O)c3c(C)noc3/C=C/c3ccc(C)cc3)CC2)CC1` is entered as 11
TRHR enhancer, `COc1ccc(C(=O)NCC(c2ccco2)N2CCc3ccccc32)c(OC)c1` (configuration not stated) is entered as -11
rTrxR1 inhibitor, `Cc1cc(S(=O)(=O)NCC2CC2)c(Cl)cc1Cl` is entered as 18%[57.1 µM]

(continued)
SMILES	Pin1 inhibitor	mIDH1 inhibitor	TrxR1 substrate	USP1-UAF1 inh	TRHR agonist	rTrxR1 inhibitor	D2 antagonist	D2 ag	TRHR enhancer
CCC1(C)COC2(OC1)C(=O)Nc1ccccc12 (configuration not stated)	1%	6%	13%	-3%	0.6	31%	4	0.3	-1
O=C(CC(NCc1cccnc1)C(=O)O)Nc1ccc(F)cc1 (configuration not stated)	0%	-5%	10%	-5%	-0.3	24%	.	0.8	5
Cc1n[nH]c(C)c1CN(C)C(=O)C1CCC(=O)N(CCc2cccc(F)c2)C1 (configuration not stated)	-15%	2%	-4%	-5%	0.7	11%	-40	0.4	3
O=C(NNc1ccccc1)c1ccccc1	-1%	2%	5%[11.4 µM]	-9%	.	?	.	.	.
Cc1nnc(SCC(=O)c2cc(C)n(C3CC3)c2C)s1	-4%	15%	-5%	1%	-0.1	-16%	.	.	4
C(=N\NCc1ccccc1)/c1ccc2nccnc2c1	2%	-2%	-3%	-24%	-0.4	14%	-5	0.4	3
Cc1c(NC(=O)CN2C(=O)NC(C)(c3ccccc3)C2=O)c(=O)n(-c2ccccc2)n1C (configuration not stated)	2%	5%	-6%	-18%	0.4	0%	-17	-1.4	48*
CCOC(=O)c1csc(NC(=O)c2cccs2)n1	-5%	-6%	-2%	-25%	0.1	15%	-7	-0.7	-5
CCC(C)N(C(=O)COC(=O)CSc1ccc(C)c(C)c1)C1CCS(=O)(=O)C1 (configuration not stated)	-4%	-10%	2%	-24%	-1.6	19%	2	0.1	3
CC(C)(C)NC(=O)CN(Cc1cccs1)C(=O)CCN1CCc2ccccc21	-12%	4%	-6%	-20%	0.2	-3%	-3	1.0	-2

Results in Pin1 inhibitor, D2 ag and TRHR enhancer, for 2 of the compounds above:
Molecule	Pin1 inhibitor	D2 ag	TRHR enhancer
O=C(CC(NCc1cccnc1)C(=O)O)Nc1ccc(F)cc1 (configuration not stated)	0%	0.8	5
O=C(NNc1ccccc1)c1ccccc1	-1%	.	.

The listing continues.
SMILES	Pin1 inhibitor	mIDH1 inhibitor	TrxR1 substrate	USP1-UAF1 inh	TRHR agonist	rTrxR1 inhibitor	D2 antagonist	D2 ag	TRHR enhancer
O=C(Cn1nnc(-c2ccc(OCc3ccccc3F)cc2)n1)N1CCOCC1	9%	7%	10%	-7%	0.4	24%	-8	-0.1	22
CC1CN(CC(=O)Nc2cc(S(=O)(=O)N3CCCC3)ccc2Cl)CC(C)O1 (configuration not stated)	4%	-5%	2%	-18%	0.0	5%	-1	2.2	-5
COC(=O)COC(=O)c1ccc(Oc2nc(OC)nc(N(C)C)n2)cc1	-1%	4%	2%	-16%	-0.3	5%	-1	0.5	-3
Oc1ccccc1/C=N/Nc1nc2ccccc2o1	-6%	12%	8%	-4%	0.8	42%[activator]	0	0.1	8
CCc1ccc(/C=C2\Oc3cc(OC(=O)N4CCOCC4)ccc3C2=O)cc1	?	1%	-12%	-3%	0.1	-11%	-16	-2.3	-3
COc1cccc(C2NC(=S)NC(C)=C2C(=O)c2ccccc2)c1OC (configuration not stated)	5%	1%	-6%	-21%	-1.0	-4%	11	1.0	-4
Cc1occc1C(=O)Nc1ccc(S(=O)(=O)N2CCCC2)cc1	-10%	4%	-12%	7%	-0.2	-1%	-15	-0.1	0
CC(=O)c1ccc(NC(=O)CN2C(=O)COc3ccc(Cl)cc32)cc1	?	-3%	6%[57.1 µM]	-10%	1.0	18%	-9	0.8	-1
Cc1ccc(C)c(N2CCN(C(=O)c3ccc4nc(N5CCOCC5)sc4c3)CC2)c1	?	6%	-4%	-12%	0.7	-2%	-8	-0.6	5
O=C(Cn1nnc(-c2ccccc2Cl)n1)NCc1ccc2c(c1)OCO2	11%	-3%	4%	3%	-0.2	-5%[57.1 µM]	10	1.1	1
Cc1ccc(S(=O)(=O)Nc2cccc(C(=O)NCCCn3ccnc3)c2)cc1F	-14%	11%	1%	-10%	0.0	5%	-20	0.5	0
Cc1ccc(-n2ncc3c(N4CCN(Cc5ccccc5)CC4)ncnc32)cc1	-1%	14%	6%[57.1 µM]	-22%	0.3	12%[57.1 µM]	.	0.1	0
COc1cccc(CN2CCNC(=O)C2CC(=O)N(C)C2CCCCC2)c1OC (configuration not stated)	-5%	4%	-6%	-17%	.	?	.	.	.
CCN(CC)C(=O)[C@H]1CC(CC(=O)NCCC2=CCCCC2)C(=O)N2CCc3c([nH]c4ccc(OC)cc34)[C@]12C (some centres not stated)	-2%	8%	0%	-31%	.	3%	.	.	.
CN(C(=O)c1cccc(NC(=O)C2CCN(C(=O)OC(C)(C)C)CC2)c1)C1CCC1	-11%	8%	1%	-24%	.	20%	.	.	.
CN(C)C(=S)NC(=NCc1ccc([N+](=O)[O-])cc1)c1ccccc1	-8%	2%	7%	-23%	-0.1	-1%	-11	0.6	12
CCN(CC(=O)NC1CCS(=O)(=O)C1)C(C)C(=O)Nc1ccc(F)cc1 (configuration not stated)	3%	2%	5%	-21%	-0.3	12%	-5	-1.0	0
